TDP1 cell CPT = DT40-hTDP1 cell growth loss with CPT; chicken DT40 Tdp1-/-;hTDP1 cells + 20 nM CPT, ATP luminescence, 48 h; Potency, µM (doses to about 46.2 µM), for inactives: top-dose activity change, negative = growth inhibition, actives largely listed as inhibitors; actives 12% (n = 420,000); AID 686979; also: nearly all actives have a fitted effect of over 55% in size
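Chicken DT40 Tdp1-/- cells stably complemented with human TDP1 were seeded at 400 cells/well in medium containing 20 nM camptothecin, exposed to pin-transferred compounds, and grown at 37 °C for at least 48 hr. Viability was read as ATP luminescence.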
TDP1 inh = inhibitors of human tyrosyl-DNA phosphodiesterase TDP1 | actives 0.28% (n = 350,000) | Potency, µM (series often up to 130 µM), for the others: top-dose activity change, negative = inhibition, usual class: inhibitors | AID 485290 | recombinant TDP1, AlphaScreen DNA substrate cleavage; also: nearly all actives have a fitted effect of over 40% in size
Target sequence (Q9NUW8 whole entry, looked up): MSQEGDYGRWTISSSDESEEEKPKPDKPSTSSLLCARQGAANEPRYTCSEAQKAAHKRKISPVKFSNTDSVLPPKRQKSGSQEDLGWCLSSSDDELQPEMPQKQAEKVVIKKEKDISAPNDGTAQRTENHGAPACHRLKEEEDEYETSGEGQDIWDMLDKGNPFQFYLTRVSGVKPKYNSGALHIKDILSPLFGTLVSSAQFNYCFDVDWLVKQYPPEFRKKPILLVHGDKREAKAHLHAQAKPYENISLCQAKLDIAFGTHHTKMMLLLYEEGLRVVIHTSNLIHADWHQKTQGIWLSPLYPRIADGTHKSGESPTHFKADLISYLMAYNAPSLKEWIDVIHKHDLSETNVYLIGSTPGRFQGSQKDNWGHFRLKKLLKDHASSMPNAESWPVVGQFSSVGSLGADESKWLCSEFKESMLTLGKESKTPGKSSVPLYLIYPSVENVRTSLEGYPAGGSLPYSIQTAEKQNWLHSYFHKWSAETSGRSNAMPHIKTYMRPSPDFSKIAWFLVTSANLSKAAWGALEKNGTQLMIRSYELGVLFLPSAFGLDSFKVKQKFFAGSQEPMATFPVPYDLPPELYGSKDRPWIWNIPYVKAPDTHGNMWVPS
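Enzyme-compound mixtures sat 15 min at room temperature, followed by a 5 min reaction with 15 nM final substrate and 10 min with AlphaScreen beads. Recombinant human Tdp1 was used at 1 nM final.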
TDP1 cell noCPT = qHTS for Inhibitors of human tyrosyl-DNA phosphodiesterase 1 (TDP1): qHTS in cells in absence of CPT; actives 15% (n = 420,000); DT40 Tdp1-/- hTDP1 cells, no CPT, ATP luminescence, 48 h; Potency, µM (highest dose often 46.2 µM), inactives show at the top dose activity change, negative = growth inhibition, usual class: inhibitors; also: nearly all actives have a fitted effect of over 55% in size
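Stably hTDP1-transfected Tdp1-null chicken DT40 cells were treated with library compounds minus camptothecin and grown for at least 48 hr at 37 °C, after which cellular ATP was quantified by luminescence.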
Numbers without * were called inactive; ? = inconclusive; nt = no result given; & = joins results of further samples; [ ] = remark or other dose. Calls follow the shape of the dose curve; as a rule, active = well fitted curve in the direction sought with a large enough effect; inconclusive = small, poorly fitted or top-dose-only effect, or another doubt; inactive = no such curve, though single readings can be large; an effect the other way counts as inactive or inconclusive. % is scaled to controls: 0 for no effect and ±100 for the full control effect; potency is read from the fitted curve at half-maximal effect. Rows were taken by chance; about 18% have a hit in one of these screens.

SMILES	TDP1 cell CPT	TDP1 inh	TDP1 cell noCPT
CCN(CC)CCNC(=O)c1ccc2c(=O)n3nc(Nc4ccccc4)sc3nc2c1	5.8µM*	-1.5%	4.61µM*
CC(C)NC(=O)c1ccccc1NC(=O)C1CCCO1 (stereo not given)	-3.5%	0.7%	-16.8%
CCN1C(=O)[C@H]2[C@@H](c3ccc(-c4cccc(Cl)c4)c(OC)c3)N[C@@](C)(C(=O)OC)[C@H]2C1=O	13µM*	-9.5%	?
Cc1nn2cc(-c3ccccc3)nc2[nH]c1=O	-6.5%	-5.2%	-0.7%
O=C(COc1ccccc1Cl)Nc1ccccc1C(=O)N1CCOCC1	-10.4%	2.2%	-7.7%
CC(C)(C)NC(=O)CSc1nc(N)c(-c2ccccc2)c(=O)[nH]1	0.4%	1.2%	-20.6%
COc1ccccc1OC(C)C(=O)N(Cc1ccco1)C1CCS(=O)(=O)C1 (stereo not given)	-22.0%	nt	-12.1%
O=C1C2=C(CCCC2)C(=O)N1CNc1ccccc1	19.4%	5.7%	-8.0%
O=C(CCN1N=C(c2ccccc2)CCC1=O)NCC1CCCO1 (stereo not given)	2.7%	1.1%	7.7%
S=C(NCC1CCCCC1)Nc1ccc(Oc2ccccc2)cc1	?	2.2%	?
CC(C)C[C@@H](NC(=O)[C@@H](O)[C@H](N)Cc1ccccc1)C(=O)O	?	5.1%	?
COc1ccccc1-c1sc2ccccc2c1-c1ccc(O)cc1	?	2.4%	?
O=C(COC(=O)C1CCN(S(=O)(=O)c2ccccc2)CC1)NC(=O)c1ccc(OC(F)F)cc1	4.1%	1.2%	-11.8%
COc1ccc2c(c1)c(CC(=O)OCC(=O)O)c(C)n2C(=O)c1ccc(Cl)cc1	1.1%&-9.0%&-12.0%	5.1%	-6.1%&7.3%&-1.6%
O=C(Nc1ccc(Cl)cc1Cl)C1CCCO1 (stereo not given)	-2.3%	nt	0.2%
Cn1c(Cc2ccc3c(c2)OCO3)nnc1SCC(=O)NC(C)(C)C	-2.8%	3.0%	9.5%
COC(=O)N1CCC2(CC1)CCN(c1ccncc1)CC2	7.31µM*	nt	16.4µM*
O=C1c2ccsc2SCCN1Cc1ccccc1Cl	-25.7%	-4.1%	-28.4%
[O-]C1=N[N+](=C(c2ccccc2)c2ccccc2)C1	-9.9%	nt	-0.8%
CC(=O)OCC1(C)CN(c2ccccc2)N(C(=O)c2ccc(F)cc2)C1=O (stereo not given)	?	-5.0%	?
CCCC1CC(=O)NC1(C(=O)OCC)C(=O)OCC (stereo not given)	7.8%	nt	-0.1%
CCC1Oc2ccc(C)cc2N(CC(=O)N(Cc2ccc(C)o2)C2CC(C)(C)NC(C)(C)C2)C1=O (stereo not given)	18.4µM*	4.8%[56.1 µM]	?
Cc1cc(C)c2nc(N3CCCC(C(=O)NCCN4CCOCC4)C3)sc2c1 (stereo not given)	?	0.0%	?
CCCOc1ccc(CNC(=O)C2CCN(C(=O)N3CCOc4ccccc43)CC2)cc1	20.6µM*	nt	?
O=C(CSc1nc2ncc(Cl)cc2[nH]1)N1CCOCC1	18.2%	2.9%	-12.6%
Cc1ccc(-c2ccc(=O)n(CC(=O)Nc3cccc(C#N)c3)n2)cc1	16.7%	4.7%	-12.6%
COc1ccc(-c2nnn(CC(=O)NCc3ccccc3)n2)cc1OC	-9.4%	5.2%	-17.2%
COCCCNc1ccn2nc(-c3ccc(CC(C)C)cc3)cc2n1	?	nt	-25.7%
Cc1ccc(S(=O)(=O)n2nc(C)c(S(=O)(=O)N3CCC(C)CC3)c2C)cc1	-19.0%	0.9%	3.9%
COc1ccccc1CC(NC(C)=O)C(=O)NC1CCN(C(=O)Nc2ccccc2C)CC1 (stereo not given)	-2.7%	nt	2.0%
CC(C)N(C(=O)NC(=O)Nc1ccc(S(=O)(=O)N2CCCC2)cc1)S(C)(=O)=O	-22.0%	0.6%	5.3%
C=CCN(Cc1cccs1)C(=O)COc1ccc2c(c1)OCO2	-29.2%	2.0%	?
O=C(O)c1ccc(S(=O)(=O)N2CCCCCCC2)cc1	2.9%	nt	-5.1%
CC(=O)Oc1ccc2c3c(c(=O)oc2c1C)CCCC3	?	nt	?
N#Cc1nn(-c2ccccc2)nc1N1CCCCC1	-3.3%	-10.9%	-12.0%
CCOC(=O)c1c(C)[nH]c(C)c1C(=O)COC(=O)c1ccccc1O	?	0.0%	?
COC(=O)C1=C(C)N(Cc2ccccc2)C(=NCCc2cccnc2)N[C@H]1c1ccc(Br)cc1	3.66µM*	0.0%	4.61µM*
Cc1cc(C)n(CCNS(=O)(=O)c2ccc(C)c(C)c2)n1	-1.2%	2.3%	-14.1%
CCC1CCCCN1C(=O)COC(=O)c1cc(C)nc2ccccc12 (stereo not given)	?	1.2%	-10.8%
CCN(CC#CCC1(O)c2ccccc2-c2ccccc21)C(C)C	-24.5%	7.8%	2.5%
COc1cc(OC)nc(NC(=O)COC(=O)c2cccc(Cl)c2)n1	-0.3%	-2.7%	-6.7%
O=C1N[C@@H](c2ccccc2)COC(=O)[C@@H](Cc2ccc(F)cc2)CC/C=C/C[C@@H]1CC(=O)N(CCO)Cc1ccccc1	13µM*	2.2%	18.4µM*
CCN(CCCNC(=O)CCNC(=O)Cn1cnc2ccccc2c1=O)c1cccc(C)c1	3.3%	1.1%	-16.5%
O=c1c2ccccc2nc(SCc2nc3ccccc3s2)n1CCCO	?	2.7%	?
Nc1nnc(CC(=O)N/N=C/c2ccc(-c3ccccc3)o2)s1	-5.5%	5.3%	2.0%
CCOc1ccc(Br)cc1S(=O)(=O)NCc1ccc(S(N)(=O)=O)cc1	12.6%	2.7%	-3.2%
COc1ccc(SCc2noc(C(=O)NC(C)C)c2C(=O)O)cc1	-12.1%	1.0%	4.6%
O=C(c1nc2ccccn2c1CN1CCCC(O)C1)N1CCN(C2CCCCC2)CC1 (stereo not given)	2.9%	1.3%	17.0%

Random excerpt: 3 entries already listed.
SMILES	TDP1 cell CPT	TDP1 inh	TDP1 cell noCPT
O=C(CSc1nc2ncc(Cl)cc2[nH]1)N1CCOCC1	18.2%	2.9%	-12.6%
CCCOc1ccc(CNC(=O)C2CCN(C(=O)N3CCOc4ccccc43)CC2)cc1	20.6µM*	nt	?
CC(C)N(C(=O)NC(=O)Nc1ccc(S(=O)(=O)N2CCCC2)cc1)S(C)(=O)=O	-22.0%	0.6%	5.3%

(more compounds)
SMILES	TDP1 cell CPT	TDP1 inh	TDP1 cell noCPT
O=C(O)c1cn(-c2ccccc2)nc1C(=O)O	3.0%	-2.5%	-2.6%
CCCc1cc(C(=O)N2CCCC(N3CCN(c4ccccc4F)CC3)C2)n(C)n1 (stereo not given)	?	5.8%	?
CCOC(=O)c1cccc(NC(=O)CSc2nnc(COc3ccc(Cl)cc3)o2)c1	11.5%	-2.1%	-4.8%
O=C(COc1ccc(S(=O)(=O)N2CCCC2)cc1)N1CCN(c2ccccc2F)CC1	?	5.1%	?
COCCN(C(=O)CC1C(=O)NCCN1Cc1ccc(-c2ccccc2)cc1)C(C)C (stereo not given)	-7.6%	6.1%	-18.1%
N#Cc1nc(-c2ccco2)oc1N1CCN(c2cccc(Cl)c2)CC1	?	8.0%	-28.3%
CN(C)CCNc1ncnc2c1ncn2[C@H]1CN(Cc2ccc3c(c2)OCO3)C[C@@H](CO)O1	-28.8%	nt	-26.3%
COCCN1CCN(C(=O)C2CCC(=O)N(CCCc3ccccc3)C2)CC1 (stereo not given)	-5.0%	3.0%	-0.6%
CCCc1cc(=O)oc2cc(C)cc(OCC(=O)NCc3ccncc3)c12	-19.8%	5.2%	2.6%
CC(=O)c1sc2nc(C)cc(C)c2c1N	-23.4%	-2.8%	?
COc1cc(NC(=O)C(C)N2CCN(C(=O)C3CC3)CC2)cc(OC)c1 (stereo not given)	1.2%	0.4%	1.1%
CCN1CCN(c2cc(C)c3cc(NC(=O)/C=C/c4cccc(OC)c4OC)ccc3n2)CC1	?	5.9%	?
COC(=O)[C@@]12CCCCN1[C@H](c1ccc(-c3cc(C(C)=O)cs3)cc1)[C@H]1C(=O)N(C)C(=O)[C@H]12	5.17µM*	-1.7%	3.66µM*
CC1(C)CC(C(=O)Nc2nccs2)CCO1 (stereo not given)	28.5%	2.3%	-11.7%
Cc1ccc(-c2noc(CCC(=O)NCC3CCCO3)n2)cc1 (stereo not given)	-10.2%	3.8%	-9.3%
O=C(CSc1nnc(-c2cccs2)n1CC1CCCO1)c1cc2ccccc2o1 (stereo not given)	-29.6%	4.7%	?
C/C(=N/OC(=O)c1ccc(C(F)(F)F)cc1)c1oc(C)nc1C	4.6%	5.1%	3.2%
OC(c1cccc(Cl)c1)c1ncc(-c2cccc3ccccc23)[nH]1 (stereo not given)	20.6µM*	nt	16.4µM*
COC(=O)c1ccc(N/C=C\C(=O)c2ccc3c(c2)OCO3)cc1	1.4%	9.0%	-10.0%
Cc1cccc(NC(=S)N(CCCN2CCOCC2)C(C)c2cc3ccccc3o2)c1 (stereo not given)	-11.4%	2.6%	-29.6%
CSc1nc(C(=O)N2CCCC(C(=O)c3ccc(Cl)cc3)C2)cs1 (stereo not given)	?	-2.6%	?
CCOc1cccc(N)c1	14.7%	3.4%&11.0%	-0.3%
COc1ccc2[nH]c3c(=O)n(CCCC(=O)NC4CCCCC4C)c(=S)[nH]c3c2c1 (stereo not given)	?	-7.9%	?
CC(OC(=O)C1CC1)C(=O)Nc1ncc(Cl)cc1Cl (stereo not given)	0.1%	0.6%	9.4%
CC(OC(=O)c1ccc2ccccc2n1)C(=O)Nc1ccc(N2CCOCC2)cc1 (stereo not given)	-5.2%	4.8%	-16.4%
CC1(C)O[C@H]2CC(=O)OC[C@]23[C@H]2CC[C@@]4(C)[C@H](c5ccoc5)OC(=O)[C@H]5O[C@]54[C@]2(C)[C@@H](O)C[C@@H]13	8.7%	0.0%	7.9%
O=C(NCCC1CCCCN1S(=O)(=O)c1ccccc1)C(=O)Nc1ccccc1 (stereo not given)	?	-3.8%	?
Cc1cc(C(=O)CCC(=O)N(C)CC2COc3ccccc3O2)c(C)s1 (stereo not given)	?	nt	?
COc1ccc(NC(=O)Nc2ccc(C(=O)N3CCOCC3)cc2)c(OC)c1	-6.4%	nt	-7.4%
Cc1ccc(C(=O)NCC(c2ccc3c(c2)OCO3)N2CCN(c3ccc(F)cc3)CC2)cc1 (stereo not given)	2.91µM*	9.9%	1.46µM*
C[C@H]1CN([C@@H](C)CO)C(=O)CCCn2nncc2CO[C@H]1CN(C)C(=O)c1ccccc1	-7.6%	nt	?
O=C(COC(=O)/C=C/c1cccc(C(F)(F)F)c1)Nc1cccc(S(=O)(=O)NC2=NCCC2)c1	-13.3%	nt	-19.3%
COCCCNc1nc(N)c([N+](=O)[O-])c(Nc2cc(OC)ccc2OC)n1	-0.4%	8.4%	?
COc1ccc(NS(=O)(=O)c2ccc(N3C(=O)CCC3=O)cc2)cc1	-6.0%	2.0%	-3.0%
Nc1nc(N2CCN(c3ccc(F)cc3)CC2)n[nH]1	8.9%	2.7%	1.0%
CCOc1ccccc1NC(=O)CSCC(=O)Nc1ccccc1	-15.9%	-3.9%	-16.1%

One compound at a time (already shown):
Nc1nnc(CC(=O)N/N=C/c2ccc(-c3ccccc3)o2)s1 in the list: TDP1 cell CPT: -5.5%; TDP1 inh: 5.3%; TDP1 cell noCPT: 2.0%
O=C(CSc1nc2ncc(Cl)cc2[nH]1)N1CCOCC1 in the list: TDP1 cell CPT: 18.2%; TDP1 inh: 2.9%; TDP1 cell noCPT: -12.6%

(continued)
SMILES	TDP1 cell CPT	TDP1 inh	TDP1 cell noCPT
COc1cc2c(cc1OC)/C(=C/C(=O)OCc1ccccc1)OC2	-25.8%	nt	-22.0%
Cc1cc(S(=O)(=O)Nc2ccc(C(=O)NCCCn3ccnc3)cc2)ccc1F	1.3%	nt	6.6%
CCCOC(=O)CC1C(=O)NCCN1C(=O)OC(C)(C)C (stereo not given)	-11.5%	6.0%	-2.4%
CCOCC(=O)Nc1ccc2c(c1)N(S(=O)(=O)c1cccs1)CCC2	?	-0.4%	?
COc1ccccc1NC(=O)C1CCCN(S(=O)(=O)c2ccc3c(c2)CC(C)N3C(C)=O)C1 (stereo not given)	?	3.2%	7.31µM*
O=C(CN1CCCC1)N1CCCc2c1c(=O)oc1ccc(OCc3ccccc3)cc21	?	2.0%	?
Cc1ccc(NC(=O)CSc2nnc(-c3ccco3)n2N)cc1F	-7.2%	-6.9%	29.9%
COC(=O)C1=CN(Cc2ccc(F)cc2)C=C(C(=O)OC)C1c1cc(OC)c(OC)c(OC)c1	-4.6%	nt	0.8%
CCCOc1ccc2[nH]c(C(=O)N/N=C/c3cc(OC)c(OC)c(OC)c3)cc2c1	?	2.9%	16.4µM*
CCn1c(SCC(=O)N2c3ccccc3CC2C)nnc1-c1ccco1 (stereo not given)	-17.9%	nt	-29.8%
COc1ccc(Cl)cc1N1C(=O)[C@@H]2C[C@H]1CN2Cc1nc2ccccc2nc1C	4.9%	nt	-20.1%
